LYPLA2 inh = LYPLA2 (human) inhibition in PME1 counter-screen; O95372; recombinant LYPLA2, FP-Rh probe fluorescence polarization; inhibition, % at 5.9 µM; 0.38% of 320,000 active; AID 2177;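 active = inhibition above the screen-wide mean plus 3 SD, limit set per campaign, cut at about 26% in these data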;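 also: 0% = LYPLA2 with DMSO and 100% = wells lacking LYPLA2 enzyme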
GSTO1 counter = blocks human GSTO1 in RBBP9 counter-screen. 1.1% of 300,000 active. recombinant GSTO1, activity-based probe fluorescence polarization. AID 1974. P78417. inhibition, % at 5.96 µM;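 active = inhibition above the campaign mean inhibition plus 3 SD, cut at about 35% in these data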;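 also: 0% = GSTO1-1 with DMSO and 100% = wells lacking GSTO1-1 enzyme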
PREPL inhibitor = inhibitors of human prolyl oligopeptidase-like enzyme PREPL. AID 2751. inhibition, % at 5.96 µM. 0.68% of 320,000 active. recombinant PREPL, fluorescence polarization activity-based probe. Q4J6C6; in the data active = inhibition above about 43%;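 also: 0% = enzyme with DMSO and 100% = wells lacking enzyme; many of its hits are not listed in these tables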
pPAFAH FP inh = pPAFAH (human) enzyme inhibition; recombinant pPAFAH, FP-rhodamine probe fluorescence polarization; AID 463082; 1.5% of 330,000 active; inhibition, % at 3.39 µM;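 active = inhibition above the mean inhibition across the screen plus 3 SD, cut at about 25% in these data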;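 also: inhibitors block binding of the rhodamine activity-based probe so polarization drops; 0% = enzyme with DMSO and 100% = wells lacking pPAFAH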
Target sequence (Q13093 whole entry, looked up): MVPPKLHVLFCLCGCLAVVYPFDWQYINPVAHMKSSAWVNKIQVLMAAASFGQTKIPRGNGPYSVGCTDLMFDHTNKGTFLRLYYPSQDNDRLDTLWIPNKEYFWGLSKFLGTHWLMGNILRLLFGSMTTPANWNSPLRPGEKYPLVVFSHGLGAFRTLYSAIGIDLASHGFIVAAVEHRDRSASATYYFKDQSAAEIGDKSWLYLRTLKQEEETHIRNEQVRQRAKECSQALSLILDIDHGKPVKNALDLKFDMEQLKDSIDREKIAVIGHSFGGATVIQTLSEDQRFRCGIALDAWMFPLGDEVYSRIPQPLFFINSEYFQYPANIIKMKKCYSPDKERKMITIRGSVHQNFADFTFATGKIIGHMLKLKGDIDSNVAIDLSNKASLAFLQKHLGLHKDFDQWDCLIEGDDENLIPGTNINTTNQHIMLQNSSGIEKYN
PAFAH2 inh = PAFAH2 (human) inhibition. recombinant PAFAH2, FP-rhodamine activity probe, fluorescence polarization. inhibition, % at 3.39 µM. 0.99% of 340,000 active. AID 492956;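 active = inhibition above the mean over all tested compounds plus 3 SD, cut at about 30% in these data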;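 also: inhibitors block probe labeling of enzyme so polarization drops; 0% = enzyme with DMSO and 100% = wells lacking PAFAH2 protein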
PAFAH1B2 FP inh = PAFAH1B2 (human) inhibition | P68402 | 1.2% of 340,000 active | AID 492953 | inhibition, % at 3.39 µM | recombinant PAFAH1B2, FP-rhodamine activity probe, fluorescence polarization;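 active = inhibition above the mean of all tested compounds plus 3 SD, cut at about 24% in these data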;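 also: 0% = enzyme with DMSO and 100% = wells lacking PAFAH1B2; many of its hits are not listed in these tables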
Target sequence (P68402 whole entry, looked up): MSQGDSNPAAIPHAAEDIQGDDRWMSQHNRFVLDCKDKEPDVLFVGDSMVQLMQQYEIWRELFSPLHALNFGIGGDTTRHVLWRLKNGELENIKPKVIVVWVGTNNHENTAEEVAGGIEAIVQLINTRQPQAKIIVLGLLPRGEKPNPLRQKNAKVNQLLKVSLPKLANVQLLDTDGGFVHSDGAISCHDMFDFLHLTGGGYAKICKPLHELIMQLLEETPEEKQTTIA
LYPLA1 counter = counter-screen for PME1 inhibitors: inhibitors of human LYPLA1; O75608; recombinant LYPLA1, FP-Rh probe fluorescence polarization; inhibition, % at 5.9 µM; 0.16% of 320,000 active; AID 2174;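 active = inhibition above the mean of all tested compounds plus 3 SD, set per campaign, cut at about 14% in these data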;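 also: inhibitors block serine hydrolase probe labeling of LYPLA1 so polarization falls; 0% = enzyme with DMSO and 100% = wells lacking LYPLA1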
Target sequence (O75608 whole entry, looked up): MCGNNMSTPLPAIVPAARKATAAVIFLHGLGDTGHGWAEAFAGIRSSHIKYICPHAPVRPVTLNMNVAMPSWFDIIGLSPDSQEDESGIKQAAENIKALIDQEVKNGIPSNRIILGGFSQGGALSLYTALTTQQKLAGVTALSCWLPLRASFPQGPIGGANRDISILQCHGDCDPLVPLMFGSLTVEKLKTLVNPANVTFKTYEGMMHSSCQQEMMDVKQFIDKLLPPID
PAFAH1B3 inh = PAFAH1B3 (human) inhibition. Q15102. recombinant PAFAH1B3, FP-rhodamine probe, fluorescence polarization. inhibition, % at 3.39 µM. 0.28% of 340,000 active;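 active = inhibition above the screen-wide average of all tested compounds plus 3 SD, cut at about 25% in these data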;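 also: 0% = enzyme with DMSO only and 100% = wells lacking PAFAH1B3 protein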
PAD4 FP inh = PAD4 (human) enzyme inhibition. AID 485272. inhibition, % at 6.36 µM. 0.41% of 330,000 active. recombinant PAD4, RCA probe fluorescence polarization;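 active = percent inhibition above a cutoff equal to the mean of all tested compounds plus 3 SD, cut at about 15% in these data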;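 also: 0% = PAD4 with RCA probe and DMSO and 100% = probe without PAD4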
* = called active by the depositor; nt = not tested or not shown. An excerpt. The share of hits here may be higher or lower than overall.

A first look (7 entries):
[1] COc1ccc(OCCOC(=O)CNC(=O)c2ccc(C)cc2)cc1
[2] O=C(NC1CCCCNC1=O)c1ccco1 (configuration not stated)
[3] O=C(CC(=O)N/N=C/c1ccc(Cl)cc1Cl)NCc1ccccc1
[4] CCN(C(=O)c1cc(Cl)ccc1OC)c1ccccc1C
[5] CCOc1ccc(CCNC(=O)Cc2ccc(NC(=O)C3=C(C)OCCS3)cc2)cc1
[6] COc1ccc2oc(C)c(C(=O)c3ccccc3)c2c1
[7] CCCCc1ccc(NC(=S)NCc2ccccc2OC)cc1
entry no.,1,2,3,4,5,6,7
pPAFAH FP inh,-4,3,3,1,16,7,9
PREPL inhibitor,-13,7,-15,-6,5,13,-4
PAFAH2 inh,4,-1,-7,6,1,2,3
PAFAH1B3 inh,3,4,1,0,5,-3,2
LYPLA1 counter,-3,-4,-2,7,2,2,-9
PAFAH1B2 FP inh,7,-2,3,6,4,-2,0
PAD4 FP inh,-8,1,-1,0,-1,3,-2
GSTO1 counter,-8,1,8,-5,-1,11,-8
LYPLA2 inh,1,-2,2,0,10,3,-14

Main list (from the top)
[1] COc1ccc(OCCOC(=O)CNC(=O)c2ccc(C)cc2)cc1
[2] O=C(NC1CCCCNC1=O)c1ccco1 (configuration not stated)
[3] O=C(CC(=O)N/N=C/c1ccc(Cl)cc1Cl)NCc1ccccc1
[4] CCN(C(=O)c1cc(Cl)ccc1OC)c1ccccc1C
[5] CCOc1ccc(CCNC(=O)Cc2ccc(NC(=O)C3=C(C)OCCS3)cc2)cc1
[6] COc1ccc2oc(C)c(C(=O)c3ccccc3)c2c1
[7] CCCCc1ccc(NC(=S)NCc2ccccc2OC)cc1
[8] O=C(NCCC(=O)N(CCc1ccccc1)Cc1ccccc1)c1ccc([N+](=O)[O-])cc1
entry no.,1,2,3,4,5,6,7,8
pPAFAH FP inh,-4,3,3,1,16,7,9,2
PREPL inhibitor,-13,7,-15,-6,5,13,-4,35
PAFAH2 inh,4,-1,-7,6,1,2,3,2
PAFAH1B3 inh,3,4,1,0,5,-3,2,7
LYPLA1 counter,-3,-4,-2,7,2,2,-9,2
PAFAH1B2 FP inh,7,-2,3,6,4,-2,0,4
PAD4 FP inh,-8,1,-1,0,-1,3,-2,3
GSTO1 counter,-8,1,8,-5,-1,11,-8,6
LYPLA2 inh,1,-2,2,0,10,3,-14,4

[9] CCOc1cc(NC(=S)NCc2ccco2)c(OCC)cc1NC(=O)CC(C)C
[10] COc1ccccc1C(=O)NCCC(=O)N(C)Cc1cccs1
[11] CC(C)(C)CC(=O)Nc1nnc(-c2cccs2)s1
[12] CCNC(=S)N(Cc1ccc2c(c1)OCO2)C1CC(=O)N(c2ccc(OC)cc2)C1=O (configuration not stated)
[13] Nc1nnc(SCC(=O)Nc2ccc(N3CCOCC3)cc2)s1
[14] O=C(/C=C/c1ccc(-c2ccccc2[N+](=O)[O-])o1)c1ccc(Br)cc1
[15] S=C(NCCc1ccccc1)Nc1ccc(Nc2ccccc2)cc1
[16] COc1ccccc1C(=O)NC(=O)OCCn1c(C)cnc1[N+](=O)[O-]
entry no.,9,10,11,12,13,14,15,16
pPAFAH FP inh,-2,-2,6,7,2,19,9,-7
PREPL inhibitor,-7,-4,-3,-14,2,19,18,9
PAFAH2 inh,6,-1,-2,-5,-7,-6,1,-5
PAFAH1B3 inh,-2,-2,2,4,2,-3,2,-1
LYPLA1 counter,1,2,-2,2,-1,-6,-6,-1
PAFAH1B2 FP inh,-3,1,7,0,6,0,4,-5
PAD4 FP inh,-2,-2,-2,-4,-1,-14,-1,1
GSTO1 counter,3,-3,-6,3,2,10,-2,-7
LYPLA2 inh,1,2,-7,-5,1,-2,1,-2

[17] COc1cn(-c2ccccc2)nc1C(=O)Nc1ccc(C)cc1
[18] O=C(CCNC(=O)c1ccc(Cl)cc1)NCCC1=CCCCC1
[19] O=C(NCCS(=O)(=O)N1CCN(c2ccc(F)cc2)CC1)c1ccco1
[20] CC(=O)NCC(=O)N(c1ccccc1)C1(C(=O)NC2CCCCC2)CCCCC1
[21] CC(=O)N1C(=S)NC(=O)/C1=C1/C(=O)N(CC(=O)Nc2cccc(C)c2)c2ccccc21
[22] CC(C)Oc1cccc(C(=O)C2CCCN(Cc3ccc4nonc4c3)C2)c1 (configuration not stated)
[23] CCOC(=O)c1ccc2c(c1)nc(COc1ccc3ccccc3c1)n2CC
[24] CCC1(C)N(O)C(C)(C)C(c2ccc(OC)cc2)=[N+]1[O-] (configuration not stated)
entry no.,17,18,19,20,21,22,23,24
pPAFAH FP inh,-3,8,3,5,7,32*,-7,5
PREPL inhibitor,3,-10,3,15,9,-8,-7,-1
PAFAH2 inh,1,3,-11,-3,-6,0,-4,2
PAFAH1B3 inh,3,6,8,4,2,-4,-1,6
LYPLA1 counter,-2,-4,3,5,-3,5,-6,-1
PAFAH1B2 FP inh,8,11,2,28*,1,-2,-2,2
PAD4 FP inh,-4,-4,-5,4,0,-3,-4,-6
GSTO1 counter,5,4,-5,4,1,-13,2,-8
LYPLA2 inh,-6,9,3,6,1,4,-5,4

[25] O=C(O)c1cc2ccccc2c2cc(Br)ccc12
[26] Cc1ccccc1NC(=O)CCCCCN1C(=O)[C@@H]2Cc3ccccc3CN2C1=O
[27] COc1ccc(S(=O)(=O)Nc2c(C)n(C)n(-c3ccccc3)c2=O)cc1
[28] Cc1ccnc2nc(C(=O)Nc3nc(-c4ccccn4)cs3)nn12
[29] O=C(Nc1nc2ccccc2s1)C1CCN(C(=O)c2ccco2)CC1
[30] O=C(COC(=O)C1CCN(S(=O)(=O)c2ccccc2)CC1)NCCc1ccccc1
[31] C=CCNC(=S)N/N=C/c1ccc(-c2cc(Cl)ccc2Cl)o1
[32] Cc1cnnc2c1-c1nonc1CC2
entry no.,25,26,27,28,29,30,31,32
pPAFAH FP inh,-5,1,2,4,5,18,-1,11
PREPL inhibitor,7,-2,-2,14,-13,11,9,-5
PAFAH2 inh,-1,4,0,9,13,3,0,3
PAFAH1B3 inh,11,6,-5,12,5,2,9,-2
LYPLA1 counter,-3,-2,-3,-2,-3,2,6,-1
PAFAH1B2 FP inh,8,3,-1,9,-1,9,4,5
PAD4 FP inh,-3,2,0,-7,0,1,-4,-1
GSTO1 counter,-2,-2,1,15,-3,nt,5,0
LYPLA2 inh,-2,2,-5,-1,2,3,3,0

[33] COc1cccc(NC(=S)N2CCC(N(C)CC3CCCO3)CC2)c1 (configuration not stated)
[34] CCCCN(C(=O)c1cc2c(s1)CCC2)c1c(N)n(CCCC)c(=O)[nH]c1=O
[35] Cc1ccccc1NC(=O)CN1CCc2ccccc2C1
[36] Cn1nc(C(=O)Nc2ccc(Cl)cc2)cc1C(=O)Nc1ccc(Cl)cc1
[37] COC(=O)C1=C(C)N(CCCCCC(=O)O)C(=O)NC1c1ccccc1 (configuration not stated)
[38] O=C(Nc1ccc2ncccc2c1)Nc1ccc2ncccc2c1
[39] COc1ccc(NC(=O)c2cc(S(=O)(=O)N3CCCCC3)ccc2OC)cc1
[40] COCC(=O)Nc1ccccc1C#N
entry no.,33,34,35,36,37,38,39,40
pPAFAH FP inh,-2,1,5,4,1,-4,2,0
PREPL inhibitor,11,0,8,-9,-4,-1,14,-7
PAFAH2 inh,-2,-2,1,-5,6,-4,-1,-7
PAFAH1B3 inh,-1,9,9,-4,1,8,1,-1
LYPLA1 counter,-6,4,0,-3,-2,-20,1,-1
PAFAH1B2 FP inh,1,-3,4,1,4,-4,6,-1
PAD4 FP inh,3,-3,-4,-3,0,-7,3,-3
GSTO1 counter,3,-5,13,-9,0,-41,-2,0
LYPLA2 inh,0,7,-2,-4,-1,-8,5,2

[41] Cn1cccc1CC(=O)NNC(=S)NC(=O)c1ccc(F)cc1
[42] COc1ccc(S(=O)(=O)N2CCCC(C(=O)N3CCN(C)CC3)C2)cc1C (configuration not stated)
[43] Cc1nc2ccccn2c1CN(C)C(=O)C1CCC(=O)N(Cc2cccc(F)c2)C1 (configuration not stated)
[44] CCN(CC)C(=O)C1CCN(Cc2cccc(OCc3ccccc3)c2)CC1
[45] O=C(CCSc1ccc(F)cc1)NNC(=O)c1ccccc1Cl
[46] Cc1cccc(OCC(=O)Nc2ccc3c(c2)nc(CCN2CCC(C)CC2)n3C)c1
[47] O=S(=O)(c1ccc(-c2csc(Nc3ccc(F)cc3)n2)cc1)N1CCCC1
[48] CC(=O)c1ccc(NC(=O)COC(=O)Cn2cnc3ccccc32)cc1
entry no.,41,42,43,44,45,46,47,48
pPAFAH FP inh,14,5,4,0,2,3,9,3
PREPL inhibitor,-3,-3,2,19,5,33,15,6
PAFAH2 inh,-1,-1,-3,2,11,1,-14,-1
PAFAH1B3 inh,-1,0,8,2,-2,10,7,10
LYPLA1 counter,0,-1,-2,3,-5,10,-8,nt
PAFAH1B2 FP inh,9,5,3,6,18,-1,-6,6
PAD4 FP inh,-1,-1,1,0,-2,2,0,3
GSTO1 counter,-4,-4,5,3,nt,6,-1,nt
LYPLA2 inh,8,-1,7,4,-2,17,-12,nt

[49] Cc1ccccc1/C=N/N1CCN(c2ccccc2)CC1
[50] CC(=O)c1c(C)[nH]c(C(=O)CN2C(=O)NC(CCc3ccccc3)C2=O)c1C (configuration not stated)
[51] Brc1ccc(C2=Nc3ccccc3C(c3ccncc3)=NN2)cc1
[52] COc1ccc(NC(=O)NNC(=O)CCC(=O)Nc2ccccc2Cl)cc1
[53] CC(C)Nc1cc(C(C)(C)C)nc2c(-c3ccccc3)cnn12
[54] O=C(Nc1ccc2c(c1)CCC2)Nc1ccc(F)cc1F
[55] COc1ccc(-n2c(NNC(C)=O)nc3sc4c(c3c2=O)CCCC4)cc1
[56] O=C(NC1CCCCC1)N1CCC(c2nc3ccccc3[nH]2)CC1
entry no.,49,50,51,52,53,54,55,56
pPAFAH FP inh,3,5,1,6,3,-5,0,1
PREPL inhibitor,18,-11,11,1,-4,6,-16,0
PAFAH2 inh,2,8,-2,-3,11,-7,3,-10
PAFAH1B3 inh,6,2,-3,3,11,10,0,2
LYPLA1 counter,0,-7,-2,-1,-2,-1,2,0
PAFAH1B2 FP inh,-1,6,6,-1,1,2,4,7
PAD4 FP inh,3,0,0,-4,0,-2,-6,-3
GSTO1 counter,6,-2,0,-12,2,3,8,-6
LYPLA2 inh,-1,1,-1,3,-2,-4,-2,3

[57] COc1ccc(NC(=O)CN(C)C(=O)Cn2cnc3c2c(=O)n(C)c(=O)n3C)cc1
[58] Cc1nc2ccccc2n1C(=O)N(C)C
[59] CCc1ccc(CN2CCC(n3nccc3NC(=O)c3ccccc3Cl)CC2)cc1
[60] CC1Cc2ccccc2N1C(=O)COC(=O)C1(c2ccccc2F)CCCC1 (configuration not stated)
[61] C=CCOc1ccc(/C(O)=C2\C(=O)C(=O)N(CCCOC)C2c2ccncc2)cc1 (configuration not stated)
[62] CCc1nc2c(s1)CCc1onc(-c3ccc(Cl)cc3)c1-2
[63] Cc1cccc(NC(=O)CNC(=O)COC(=O)C2CC2C)c1C (configuration not stated)
[64] Cc1ccc(S(=O)(=O)N(C(=O)c2ccncc2)c2ccc(OC(=O)c3ccncc3)c3ccccc23)cc1
entry no.,57,58,59,60,61,62,63,64
pPAFAH FP inh,-2,2,3,6,3,-10,0,6
PREPL inhibitor,11,-4,-3,-5,1,-9,19,-11
PAFAH2 inh,4,0,2,2,-5,-3,3,12
PAFAH1B3 inh,3,5,5,-7,10,-4,3,6
LYPLA1 counter,0,1,-3,3,2,-2,nt,-3
PAFAH1B2 FP inh,-3,1,2,8,4,3,1,2
PAD4 FP inh,-5,-5,1,-1,1,0,2,-7
GSTO1 counter,-3,-2,1,1,10,7,nt,43*
LYPLA2 inh,5,3,-5,2,13,-6,nt,4

High-throughput results: PubChem, The Scripps Research Institute Molecular Screening Center
